# Screening results (PubChem BioAssay)
# GPR151 activ: activates the human receptor GPR151; Q8TDV0; PathHunter beta-arrestin GPR151 cells, luminescence; activation, % at 11.2 µM; 650,000 compounds, 1% hits; in the data active means activation above about 4.9%;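 further: 0% = median of compound wells and 100% = cells with positive control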
# Target sequence (Q8TDV0 whole entry, looked up): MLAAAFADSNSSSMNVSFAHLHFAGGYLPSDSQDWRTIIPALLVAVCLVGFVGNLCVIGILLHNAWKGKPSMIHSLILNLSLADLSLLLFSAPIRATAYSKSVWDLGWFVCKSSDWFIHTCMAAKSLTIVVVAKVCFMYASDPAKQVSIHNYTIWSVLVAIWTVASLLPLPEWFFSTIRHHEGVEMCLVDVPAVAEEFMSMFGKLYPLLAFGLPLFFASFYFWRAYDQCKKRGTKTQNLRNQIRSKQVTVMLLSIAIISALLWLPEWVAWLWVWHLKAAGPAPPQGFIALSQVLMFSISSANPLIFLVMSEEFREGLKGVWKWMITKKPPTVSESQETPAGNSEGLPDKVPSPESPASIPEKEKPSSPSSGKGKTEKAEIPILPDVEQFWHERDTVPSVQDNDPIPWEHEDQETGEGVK
# MITF primary: blocks human microphthalmia-associated transcription factor | O75030 | AlphaScreen MITF homodimerization, bead proximity signal | inhibition, % at 2.6 µM | AID 1259374 | 650,000 compounds, 0.91% hits; in the data active means inhibition above about 50%;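 further: 0% = vehicle wells with protein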
# Target sequence (O75030 whole entry, looked up): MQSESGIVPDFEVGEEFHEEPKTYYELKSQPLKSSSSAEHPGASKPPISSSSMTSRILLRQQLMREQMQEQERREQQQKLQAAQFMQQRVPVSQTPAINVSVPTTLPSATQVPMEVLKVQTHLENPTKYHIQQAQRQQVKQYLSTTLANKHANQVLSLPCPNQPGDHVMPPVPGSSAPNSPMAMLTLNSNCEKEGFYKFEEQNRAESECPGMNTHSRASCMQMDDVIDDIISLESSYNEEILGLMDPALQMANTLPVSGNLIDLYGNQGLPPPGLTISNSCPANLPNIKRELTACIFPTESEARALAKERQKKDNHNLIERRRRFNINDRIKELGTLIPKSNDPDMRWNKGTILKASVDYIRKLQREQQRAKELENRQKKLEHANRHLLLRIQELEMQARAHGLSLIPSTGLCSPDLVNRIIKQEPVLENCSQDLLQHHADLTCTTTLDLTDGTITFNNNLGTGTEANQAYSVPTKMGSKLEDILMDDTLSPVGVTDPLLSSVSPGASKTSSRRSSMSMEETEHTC
# FBW7 activator: human FBW7 E3 ligase activation, primary screen; Q969H0; AlphaScreen FBW7–phospho-cyclin E peptide binding, activator screen; normalized activity (activation), % at 26.1 µM; 650,000 compounds, 0.13% hits; in the data active means normalized activity above about 1.9%;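 further: purified mutant Fbw7 with reduced substrate affinity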
# TEAD-YAP block: TEAD-YAP interaction inhibition. HEK-TIYL cells, TEAD-Gal4/YAP UAS-luciferase luminescence. inhibition, % at 9.12 µM. 640,000 compounds, 1.4% hits. AID 1259422; in the data active means inhibition above about 32%;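 further: 0% = median of test compound wells and 100% = reference inhibitor wells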
# The depositor's hits bear a star; & = joins results of further samples; ! = a repeat was not active.
SMILES,GPR151 activ,MITF primary,FBW7 activator,TEAD-YAP block
CCCCN(CC)S(=O)(=O)c1ccc(Cl)cc1,-0.8,-6,0.1,-3
O=C1c2cccc3cccc(c23)C(=O)N1CCS(=O)(=O)OCC(F)(F)F,0.3,12,0.1,2
COc1ccc(CNC(=O)c2ccc3c(c2)NC(=O)C(CS(=O)(=O)Cc2cccc(F)c2)N3)cc1 (stereo not given),0.6,-4,-0.2,6
CCOC(=O)c1c(NC(=S)N2CCN(S(C)(=O)=O)CC2)sc2c1CCCC2,0.9,69*,0.0,5
CC(C)C(C)NC(=O)COC(=O)c1cccc(C(=O)OCC(=O)NC(C)C(C)C)n1 (stereo not given),-0.2,-9,-0.1,-2
O=C1Nc2ccccc2O/C1=C\c1ccccc1,0.0,-2,0.0,4
O=C(CCN1N=C(c2ccccc2)CCC1=O)NCCCN1CCCCCC1,0.7,3,-0.1,8
O=c1c2ccccc2nnn1C1CCN(Cc2ccccc2F)CC1,-1.4,37,0.9,11
O=S(=O)(c1ccc(I)cc1)N1CCCC1,2.5,-3,-0.1,6
COCc1ccc(-c2nccnc2NS(=O)(=O)c2ccc(C(F)(F)F)cc2)cc1,1.0,7,-0.1,6
COc1ccc(OCC(=O)Nc2ccc(-c3cc4ccccc4oc3=O)cc2)cc1,-0.1,-8,-0.1,43*
Cc1ccc(CNS(=O)(=O)c2cc(Br)cc3c2N(C(=O)C2CC2)CC3)o1,-0.7,8,0.3,-2
Cc1ccc(N2CC(C(=O)NCCc3ccc(F)cc3)CC2=O)cc1 (stereo not given),-1.0,9,0.1,-2
Cc1ccsc1C(=O)N1CCCC(CO)(Cc2ccccc2)C1 (stereo not given),0.5,-12,0.1,-18
Cc1nc(SCc2cccc(S(=O)(=O)N3CCOCC3)c2)c2c(C)c(C)sc2n1,-0.2,1,0.1,2
Cc1ccccc1NC(=O)Nc1cc2sccc2n1C,0.2,12,-0.1,1
O=c1oc2ccc3ccccc3c2cc1-c1nnc(-c2ccccc2)o1,-0.5,5,0.7,-26
Oc1ccccc1CNc1nc(-c2ccccc2)cs1,-0.8,9,-0.1,-48
CCOc1ccc(N(CC(=O)Nc2cccc(F)c2)S(=O)(=O)c2c(C)noc2C)cc1,-0.1,-6,-0.1,3
Cc1ccc(CCNS(=O)(=O)c2ccc(CN3C(=O)c4cccnc4C3=O)cc2)cc1,-0.2,12,-0.1,7
CC(=O)c1ccc(NC(=O)c2ccc3c(c2)NC(=O)c2ccccc2S3)cc1,0.8,1,-0.3,-1
CC(C)c1ccc2[nH]c3nc(SCC(=O)N4CCCC4)nnc3c2c1,-0.5,10,-0.1,2
COc1cccc(-c2noc(CCc3ccccc3)n2)c1,-0.2,-12,0.0,-28
Cc1cc(CNCc2c(C(=O)N(C)Cc3ccccc3)nc3ccccn23)nn1C,1.7,7,0.2,6

# Already shown: an excerpt of the list.
SMILES,GPR151 activ,MITF primary,FBW7 activator,TEAD-YAP block
Cc1ccc(N2CC(C(=O)NCCc3ccc(F)cc3)CC2=O)cc1 (stereo not given),-1.0,9,0.1,-2
Cc1ccsc1C(=O)N1CCCC(CO)(Cc2ccccc2)C1 (stereo not given),0.5,-12,0.1,-18
Cc1nc(SCc2cccc(S(=O)(=O)N3CCOCC3)c2)c2c(C)c(C)sc2n1,-0.2,1,0.1,2
Cc1ccccc1NC(=O)Nc1cc2sccc2n1C,0.2,12,-0.1,1

# Continued.
SMILES,GPR151 activ,MITF primary,FBW7 activator,TEAD-YAP block
COc1cc(NC(=O)c2sc3ccccc3c2Cl)ccc1NC(=O)c1ccco1,0.7,-13,0.0,-23
O=C(Nc1cccc([N+](=O)[O-])c1)c1ccc(Br)c(S(=O)(=O)Nc2ccc(Br)cc2)c1,1.2,-3,0.1,3
COc1ccc(-c2noc(COc3ccc(Br)cc3Cl)n2)cc1OC,1.0,-7,-0.1,-7
Nc1c(/C=C2\C=CC(=O)C(O)=C2)c(=O)nc2sc(N3CCCC3)nn12,0.2,31,-0.2,-8
CC(C)(C)C1(C)OC(O)(C(F)(F)F)CC1=O (stereo not given),-1.4,0,0.0,-3
CC[C@@H](C(=O)C(C)[C@@H](O)[C@H](C)CCc1ccc(C)c(O)c1C(=O)O)C1OC(CC)(C2CC[C@](O)(CC)[C@H](C)O2)C[C@@H]1C (stereo not given in full),13*!,6&-10,0.6&0.0,-11&-6
O=C(Cn1nc(-c2ccc3c(c2)OCCO3)ccc1=O)NCc1ccc2c(c1)OCO2,0.7,16,0.3,17
CC(C)CCNC(=O)Cn1c(=O)c2cccn2c2ccccc21,-0.8,20,0.3,0
CC1(c2ccc(OC(F)F)cc2)NC(=O)N(/N=C/c2c[nH]c3ccccc23)C1=O (stereo not given),-2.5,-2,0.0,0
CC(C)NC(=O)c1ncoc1-c1ccc(F)cc1,-1.0,4,-0.1,-13
O=C(Nc1nccs1)c1ccc2c(c1)C(=O)N(c1ccccc1-c1ccccc1)C2=O,-0.9,3,-0.1,6
Cc1c(Cl)cccc1N1C(N)=C(C#N)C(c2cc(Br)cs2)C2=C1CCCC2=O (stereo not given),1.0,-2,0.1,-1
CC(=O)/C(C(=N)N1CCOCC1)=C(/C)O,0.5,-2,-0.1,-5
COc1ccc(C(=O)Nc2ccc(Br)cc2C(=O)O)cc1OC,-2.3,1,0.7,2
CC(=O)NCCN=C(C)c1sc2ccccc2c1O,1.6,4,0.1,-14
CC1(C)Cc2c(sc(NC(=O)COc3ccc(Cl)cc3)c2C#N)C(C)(C)N1,0.3,-10,0.3,0
Cc1ccccc1N1C(=O)c2ccccc2S1(=O)=O,0.8,2,0.0,13
CNc1ccc(/C=C2\CCn3c2nc2cc(C(=O)O)ccc2c3=O)cc1[N+](=O)[O-],-0.1,5,0.0,-2
Cc1ccc(N=Cc2ccccc2[N+](=O)[O-])c(O)c1,-1.0,-20,-0.1,-37
O=C(NCCOC(=O)c1cccc2ccccc12)c1ccccc1,-1.1,3,-0.1,-14
Cc1cc(NC2CC2)nc(Nc2ccccn2)n1,2.5,4,-0.1,-36
Cc1ccc(-c2ccc(OCCN3CCOCC3)nc2)cc1,0.5,17,-0.2,-23
CCOC(=O)C1CCN(Cc2ccc(C(=O)OC)cc2)CC1,0.6,20,-0.1,8
O=C(Nc1ccc2oc(=O)ccc2c1)c1cccc(Cl)c1,-0.3,5,0.0,4
COc1ccc(C(=O)NC2(Cc3cc(OC)ccc3OC)N=C3C=CC(C)=CN3C2=O)cc1 (stereo not given),-0.5,8,0.6,0
C/C(=C/c1ccccc1)C(=O)Nc1ccc(S(=O)(=O)N2CCCC2)cc1,-1.6,-6,0.0,-9
Cc1ccccc1OCC(=O)Nc1ccc2c(c1)CN(S(=O)(=O)c1ccccc1)CC2,0.6,18,0.1,-9
CC1=NN(c2ccccc2)C(=O)C1/C=C1/NC(=S)NC1=O (stereo not given),-1.4,-8,-0.3,-1
CCCCNc1ncnc2ccc(Br)cc12,3.3,-6,0.1,45*
COCCCNC(=O)C1C2C=CC3(CN(Cc4ccccc4Cl)C(=O)C13)O2 (stereo not given),-0.2,1,0.0,10
CN(C)C(=S)SCC(=O)N1c2ccccc2NC(=O)C1(C)C,1.1,19,0.1,2
COc1ccc(-c2c(C)n([O-])c(C)c(C)[n+]2=O)cc1OC,2.0,-4,0.1,13
CC(C)NC(=O)[C@@H]1C[C@@H](NCc2cccc(C(F)(F)F)c2)CN1C(C)C,-1.2,16,0.3,4
O=S(=O)(c1ccc(-c2ccc(Cl)cc2)cc1)N1CCCC1,-1.1,14,0.3,7
CCOc1ccc(CN2CCN(Cc3ccc(C)cc3)CC2CCO)cc1 (stereo not given),-0.4,-18,-0.1,2
O=C(Nc1ccc(NC(=O)c2cccnc2)cc1)c1ccc(NC(=O)c2cccnc2)cc1,-1.6,12,0.1,2
N#CC1=C(N)N(c2c(F)cccc2F)C2=C(C(=O)CCC2)C1c1cccnc1 (stereo not given),0.2,7,0.0,-6
CC1CCCN(c2nnc(NC(=O)Nc3cccc(C(F)(F)F)c3)s2)C1 (stereo not given),2.5,10,0.7,0
CCOc1ccc2c(c1)S/C(=C\c1ccccc1[N+](=O)[O-])C2=O,0.0,-10,-0.1,-8
CCCS(=O)(=O)c1c(S(=O)(=O)CCC)c2ccc(C(N)=O)cn2c1C(=O)c1ccc(C)cc1C,0.0,-3,0.0,-6
CCOC(=O)c1sc2ncn(/N=C/c3ccc([N+](=O)[O-])s3)c(=O)c2c1C,1.4,1,-0.1,-3
FC(F)(F)c1cccc(Nc2nccn3c(-c4cncnc4)cnc23)c1,1.2,13,0.4,-2
CC(C)C1OC(=NC(=O)/C=C/c2ccc(C(F)(F)F)cc2)NC1=O (stereo not given),-2.3,-5,-0.2,-5
O=C(/C(Br)=C/Nc1ccccn1)C(F)(F)F,0.9,13,0.2,2
Cc1onc(-c2ccccc2Cl)c1C(=O)Nc1ccc(OCc2ccccc2)cc1,1.2,2,0.1,-6
CCOCCCNC(=O)c1cc2c(=O)n3ccccc3nc2n1C,-0.6,12,-0.2,-26
Cc1ccc(-c2cncc(-c3ccccc3CO)n2)cc1,-0.3,11,0.0,0
CCOC(=O)c1cccc(NC(=O)C2CCCN(c3nnc(N4CCCC4=O)s3)C2)c1 (stereo not given),-0.6,3,-0.4,4
Cc1ccc(-n2nc3c(c2NC(=O)c2ccccc2Br)CSC3)cc1,-0.7,3,-0.1,-2
O=C(NCCCN1CCOCC1)NCc1cccc2ccccc12,-0.8,13,1.0,7
COc1ccc(N/C=C/C(=O)c2cccs2)cc1,0.3,22,0.8,14
COc1ccc(Cl)cc1-c1nc(/C=N/c2ccccn2)c(O)o1,0.2,-5,-0.2,-47
COc1ccc(Br)cc1C1CC(=O)Nc2c1cc(Br)c1ccccc21 (stereo not given),2.2,-20,0.0,-14
O=C(CCc1nc2ccccc2s1)OCC(=O)c1ccccc1,-1.2,-9,-0.1,-17
O=C(Nc1nnc(C(F)(F)F)s1)c1cccnc1,-4.7,14,0.1,-47
COc1ccc(C(=O)CCC(=O)NCC2Cc3cc(F)cc(-c4ccccn4)c3O2)cc1 (stereo not given),0.5,14,0.3,-8
O=C(Nc1ncc(Cc2ccc(Cl)c(Cl)c2)s1)c1ccccc1[N+](=O)[O-],-1.0,23,0.4,5
COc1ccc(CN2CCN(Cc3ccco3)CC2)cc1OC,0.7,71*,0.1,2
CCc1nnc(NC(=O)Cc2coc3ccc(C)cc23)s1,-0.3,-7,-0.1,-4
CC(=O)Nc1ccc2c(c1)N(S(=O)(=O)c1ccccc1)CCC2,-0.3,-4,-0.1,-10

# Results in GPR151 activ, FBW7 activator and MITF primary (seven entries from above):
structure | GPR151 activ | FBW7 activator | MITF primary
COc1ccc(Br)cc1C1CC(=O)Nc2c1cc(Br)c1ccccc21 (stereo not given) | 2.2 | 0.0 | -20
O=C(CCc1nc2ccccc2s1)OCC(=O)c1ccccc1 | -1.2 | -0.1 | -9
O=C(Nc1nnc(C(F)(F)F)s1)c1cccnc1 | -4.7 | 0.1 | 14
COc1ccc(C(=O)CCC(=O)NCC2Cc3cc(F)cc(-c4ccccn4)c3O2)cc1 (stereo not given) | 0.5 | 0.3 | 14
O=C(Nc1ncc(Cc2ccc(Cl)c(Cl)c2)s1)c1ccccc1[N+](=O)[O-] | -1.0 | 0.4 | 23
COc1ccc(CN2CCN(Cc3ccco3)CC2)cc1OC | 0.7 | 0.1 | 71*
CCc1nnc(NC(=O)Cc2coc3ccc(C)cc23)s1 | -0.3 | -0.1 | -7

# Next entries:
SMILES,GPR151 activ,MITF primary,FBW7 activator,TEAD-YAP block
Cc1ccc(N2C(=O)c3cccc4c([N+](=O)[O-])ccc(c34)C2=O)c2cccnc12,-1.0,12,0.1,4
COC(=O)N/N=C/c1ccccc1Br,0.9,5,-0.1,0
O=C(N/N=C/c1ccccn1)c1sc2ccccc2c1Cl,-1.4,8,-0.7,-6
COc1ccc(C2(N3CCOCC3)Oc3ccccc3C(C#Cc3ccccc3)=C2C)cc1 (stereo not given),0.2,2,-0.1,0
Cn1c(=O)c2c(nc(N/N=C/c3cccc(O)c3)n2Cc2ccccc2)n(C)c1=O,-1.5,13,-0.1,17
CC(=O)c1ccc(C(=O)OCc2nc3ccccc3s2)cc1,0.1,-2,0.1,2
Cc1cc(Br)ccc1NS(=O)(=O)c1cc2c3c(c1)CCN3C(=O)CC2,-0.4,-5,0.2,3
Cn1c(N)c(C(=O)CSc2nc3ccc([N+](=O)[O-])cc3s2)c(=O)n(C)c1=O,2.2,-9,0.0,-6
COc1ccc(-c2cc(=O)c3cc(O)ccc3o2)cc1OC,-0.8,-1,-0.1,-13
CC(=O)c1ccc(NC(=O)COc2cc(Cl)ccc2Cl)cc1,-1.8,-3,-0.1,-37
COc1cccc(NP2(=O)C=C(c3ccccc3)OC(c3ccccc3)=C2)c1,-0.1,-3,-0.1,1
CN(C1CCCCC1)S(=O)(=O)c1ccc(C(=O)Nc2nc3c(s2)Cc2ccccc2-3)cc1,0.7,12,0.5,10
CC(C)c1ccc(C2C(C(=O)c3cccs3)=C(O)C(=O)N2c2nncs2)cc1 (stereo not given),-0.3,-5,0.0,-21
CCOC(=O)C(=O)N1CCC2(CC1)CC(=O)c1ccccc1O2,0.4,1,0.0,2
COc1ccc(/C=C(\F)C(=O)c2ccc(OC)cc2)cc1,1.5,-4,-0.2,-25
Cc1ccc(S(=O)(=O)N(C)Cc2ccc(C(=O)NNC(=O)CC3CCCC3)cc2)cc1,-1.7,2,0.1,6
Cc1ccc2oc(-c3ccc(NC(=O)c4ccccc4F)c(C)c3)nc2c1,-0.3,-3,0.4,-5
COc1ccc(C2=NN(C(C)=O)C(c3ccc(F)cc3)C2)cc1OC (stereo not given),0.5,5,0.2,-39
